Screens (PubChem)
SR-BI uptake up: activators of SR-BI mediated DiI-HDL uptake, primary screen, ldlA[mSR-BI] CHO cells, DiI fluorescence. 3 h; 100 = double the neutral-control signal. 0.096% of 320,000 active. activation, % at 12.5 µM;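 active means mean replicate activation of at least 60% and every replicate at or above 60%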;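 further: 0% = median plate neutral-control signal and 100% = twice that signal; values of inactives mirror those of a sister screen read the other way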
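Material – SR-BI-overexpressing, LDLR-lacking CHO cells · Medium – BSA-supplemented, HEPES-buffered Ham's F12, pH 7.4 · Doses – single concentration · Times – compound with DiI-HDL co-incubation, 3 h at 37 °C · Measured by – bottom-read fluorescence, 550/595 nm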
HTR5A ag ctr: HTR5A agonists in luminescence cell assay, primary screen, counter-screen for OPRM1-OPRD1 heterodimer agonist project, full-deck HTS; 5-hydroxytryptamine receptor 5A (Homo sapiens), P47898; cell-based; activation, % at 9.3 µM; 0.61% of 340,000 active; AID 504692, 2011; in the data active means activation mostly above about 9.5%, no sharp cut-off; inactive means mostly below about 7.6%;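 further: 0% = cells with vehicle only and 100% = reference agonist; strong numbers were not always called active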
dFosB act: activators of delta FosB homodimer, primary screen, biochemical, fluorescence polarization, TAMRA-CDK5 oligo, single point | Protein FosB (Mus musculus), P13346 | purified delta FosB; percent of positive-control signal above neutral wells | activation, % at 25 µM | 0.99% of 340,000 active | AID 493131, 2011;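 active means mean activation above about 17%, with every replicate also reaching it, limit read from the data, passing the limit was not always enough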;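 further: fluorescence polarization rise as delta FosB binds a TAMRA Cdk5 AP-1 oligo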
SR-BI HDL uptake: inhibitors of SR-BI mediated HDL lipid uptake, primary screen, ldlA[mSR-BI] cells, fluorescence, single point. 0.96% of 320,000 active. Scavenger receptor class B member 1 (Mus musculus), Q61009. ldlA[mSR-BI] CHO cells, DiI-HDL uptake fluorescence, 3 h. inhibition, % at 12.5 µM;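 active means mean replicate inhibition of at least 70% and a set share of replicates each scoring 70 or more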;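 further: 0% = median of neutral control wells and 100% = median of positive control wells; values of inactives mirror those of a sister screen read the other way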
Target sequence (Q61009 whole entry, looked up): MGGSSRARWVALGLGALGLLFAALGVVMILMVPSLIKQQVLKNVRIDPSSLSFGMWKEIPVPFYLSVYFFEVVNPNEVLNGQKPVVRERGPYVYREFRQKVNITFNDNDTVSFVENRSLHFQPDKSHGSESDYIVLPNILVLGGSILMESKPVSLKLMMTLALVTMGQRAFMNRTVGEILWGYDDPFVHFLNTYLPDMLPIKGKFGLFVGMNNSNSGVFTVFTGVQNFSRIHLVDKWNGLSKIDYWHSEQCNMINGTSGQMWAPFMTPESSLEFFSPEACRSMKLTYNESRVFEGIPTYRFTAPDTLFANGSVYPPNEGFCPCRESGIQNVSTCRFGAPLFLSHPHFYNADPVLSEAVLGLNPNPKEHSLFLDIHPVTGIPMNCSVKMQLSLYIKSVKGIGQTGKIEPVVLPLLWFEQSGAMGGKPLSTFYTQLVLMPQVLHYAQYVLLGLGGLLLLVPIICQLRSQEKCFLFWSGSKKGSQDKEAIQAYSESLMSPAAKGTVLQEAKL
CDK5 p35 inh: inhibitors of human CDK5/p35 kinase, primary screen, biochemical, single concentration | Cyclin-dependent kinase 5 (Homo sapiens) + Cyclin-dependent kinase 5 activator 1 (Homo … | Recombinant CDK5/p35, ADP-Glo luminescence, 60 min | inhibition, % at 10 µM | 0.01% of 330,000 active;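 active means highest replicate inhibition of at least 50% and at least 75% of replicates reaching 50%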;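 further: plate controls were DMSO neutral control for no effect and GW8510 at 10 µM for full effect; many of its hits are not listed in these tables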
RTF Ca sens act: cardiac RTF calcium sensitivity activators, primary screen, biochemical, IANBD-TnC fluorescence, EC20 calcium; Troponin I, cardiac muscle (Homo sapiens) + Troponin T, cardiac muscle (Homo sapiens) + …; IANBD-labeled TnC RTF fluorescence at EC20 calcium; 0% EC20 calcium, 100% full calcium; activation, % at 7.2 µM; 0.24% of 340,000 active; AID 493008, 2010;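 active means activation above the mean over all tested compounds plus 3 SD, cut at about 30% in these data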;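 further: rise in fluorescence read as greater calcium sensitivity of cardiac thin filaments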
Rtt109 HAT inh: inhibitors of C. albicans Rtt109/Vps75 HAT, primary screen, biochemical, ThioGlo CoA-SH fluorescence, plate reader. Histone acetyltransferase RTT109 (Candida albicans (strain SC5314 / ATCC MYA-2876)), …. purified Rtt109/Vps75, 4 h. inhibition, % at 34.9 µM. 0.16% of 330,000 active. AID 540336, 2011;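 active means inhibition of at least 50% in every replicate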
Target sequence (Q5AAJ8 whole entry, looked up): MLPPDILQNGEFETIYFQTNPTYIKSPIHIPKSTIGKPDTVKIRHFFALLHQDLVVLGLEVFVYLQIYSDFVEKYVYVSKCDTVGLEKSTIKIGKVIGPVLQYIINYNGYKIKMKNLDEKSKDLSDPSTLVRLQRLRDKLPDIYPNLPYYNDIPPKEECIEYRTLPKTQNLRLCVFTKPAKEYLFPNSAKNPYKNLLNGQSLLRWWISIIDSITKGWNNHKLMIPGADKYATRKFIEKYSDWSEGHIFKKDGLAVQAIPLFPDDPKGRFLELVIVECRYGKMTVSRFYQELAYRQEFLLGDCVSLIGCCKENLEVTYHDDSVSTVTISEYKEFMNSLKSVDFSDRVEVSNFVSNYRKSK
Wnt act: Wnt/beta-catenin pathway activators, primary screen, cell-based, plate reader, single point; 1.2% of 300,000 active; Wnt/beta-catenin reporter cell assay, activator; activation, % at 9.35 µM; AID 743398, 2014; in the data active means activation above about 30%, passing the limit was not always enough;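 further: 0% = neutral control wells and 100% = positive control wells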
PvdQ inh: P. aeruginosa PvdQ acylase inhibitors, primary screen, biochemical, fluorescence, plate reader and imaging, single point; purified PvdQ acylase; inhibition, % at 10 µM; 0.063% of 340,000 active; AID 488965, 2010; in the data active means inhibition above about 30%, passing the limit was not always enough;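 further: 0% = vehicle neutral wells and 100% = reference inhibitor wells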
MITF act: activators of MITF-driven TRPM1 promoter reporter, primary screen, cell-based, SK-MEL-5, luciferase, single point; activation, % at 12.5 µM; SK-MEL-5 TRPM1-promoter luciferase, 24 h; % of positive control, neutral wells = 0; 0.75% of 300,000 active; AID 588334, 2011;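 active means mean activation of at least 80% with every replicate also reaching 80%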;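 further: 0% = neutral control wells and 100% = parthenolide positive control wells; values of inactives mirror those of a sister screen read the other way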
* = called active by the depositor; x = no result given. Rows are unselected; 4.4% or so of the library scored in one or more.

SMILES | SR-BI uptake up | HTR5A ag ctr | dFosB act | SR-BI HDL uptake | CDK5 p35 inh | RTF Ca sens act | Rtt109 HAT inh | Wnt act | PvdQ inh | MITF act
O=C(c1cc(C2CC2)on1)N1CCN(c2ccccc2)CC1 | 11.7 | -2.3 | 1.4 | -11.7 | -2.2 | 4.6 | 1.1 | -3.3 | -1.4 | 5.6
CCOC(=O)c1cc(-c2ccccc2)nn1CC1CC(c2ccc(Cl)cc2)=NO1 (stereo not given) | -16.7 | -0.1 | -3.9 | 16.8 | 0.1 | -0.1 | 7.5 | 0.3 | -17.4 | -4.4
CCNC(=O)C1CCCN(c2nc(C)cc(C)n2)C1 (stereo not given) | 5.8 | -2.8 | 0.5 | -5.8 | 0.8 | 2.2 | -6.5 | -1.3 | -16.9 | -4.0
CCCN1Cc2cccc(C(=O)NC(CC(=O)OCC)c3ccc(C)cc3)c2C1=O (stereo not given) | -5.2 | -2.6 | -11.8 | 5.2 | -0.5 | 2.6 | 0.7 | 0.1 | -7.5 | -4.8
CCNC(=O)C(=O)NCC1CCCN1S(=O)(=O)c1cccs1 (stereo not given) | 4.0 | 1.4 | -4.9 | -4.0 | -1.3 | -2.2 | 1.7 | -2.1 | -14.2 | -8.8
Cc1cc(C)nc(NN=CC2=C(N3CCOCC3)/C(=C/c3ccc(Cl)cc3)CC2)n1 | -75.6 | 1.9 | -3.0 | 75.6* | 0.4 | 9.6 | 0.3 | -6.3 | -12.6 | -19.3
Cc1nn(CC#N)c(=O)n1-c1ccc(C(C)C)cc1 | 26.7 | -3.3 | 1.4 | -26.7 | 0.4 | -4.7 | 0.6 | -0.6 | -1.1 | -0.6
COc1ccccc1N(C(=O)c1ccco1)C(C(=O)NC1CCCC1)c1ccc(N2CCOCC2)cc1 (stereo not given) | x | 6.4 | -3.7 | x | -0.7 | -2.5 | 13.4 | -1.4 | 7.8 | -2.1
C/C(=N\Nc1ccc(Cl)c(C(=O)O)c1)c1ccc[nH]1 | x | -0.8 | -18.1 | x | -4.8 | 1.7 | 4.3 | 10.4 | -6.6 | -1.0
CCOCCn1c(=O)c2c(nc3n2CCCN3CCc2ccccc2)n(C)c1=O | -19.3 | 0.4 | -7.6 | 19.3 | x | 0.1 | 19.5 | -0.7 | 10.1 | 9.5
CCOC(=O)C1=C(C)N=c2s/c(=C\c3ccncc3)c(=O)n2C1c1ccc2c(c1)OCO2 (stereo not given) | -9.3 | -8.5 | 1.8 | 9.3 | 3.8 | 5.2 | -1.5 | x | 11.4 | -3.7
COc1ccc(NC(=O)CSc2nnc(-c3cccc(O)c3)o2)cc1 | -15.5 | -3.5 | 5.0 | 15.5 | -7.8 | -2.7 | 1.9 | 16.7 | -4.5 | 20.3
Cn1cnnc1-c1cccc(NS(=O)(=O)c2ccc(N3CCCC3=O)cc2)c1 | 10.1 | 9.3 | 4.1 | -10.1 | 0.7 | 5.4 | -0.6 | -0.8 | -3.3 | -1.5
CCOC(=O)[C@@H]1[C@H]2COc3cc(OC)ccc3[C@@H]2N2C(=O)N(c3ccccc3)C(=O)[C@]12C | -4.5 | 5.4 | -5.6 | 4.5 | 0.4 | -2.5 | 3.8 | 0.8 | -0.9 | -3.5
COc1ccc(/C(C)=N/NC(=O)c2ccccc2OCc2ccccc2)c(OC)c1 | -44.7 | 0.6 | 2.1 | 44.7 | 0.9 | -1.0 | 7.0 | x | 9.7 | 45.1
Nc1cc(Cl)ccc1Nc1ccncc1 | 26.8 | 3.5 | 0.2 | -26.8 | 1.2 | 1.4 | -3.0 | 1.5 | -10.6 | -0.4
CC(C)CCn1c(COc2ccccc2)nn(CCC#N)c1=S | 4.1 | 1.8 | -3.7 | -4.1 | -0.8 | -8.5 | -0.6 | -0.3 | 0.3 | -5.0
Cc1ccc(Cl)cc1NC(=S)Nn1cnnc1 | 9.2 | -3.8 | 3.9 | -9.2 | -0.1 | -2.0 | 2.8 | 3.8 | -2.6 | -4.0
CCN(c1ccc(NC(=O)COC(=O)/C=C/c2ccco2)cc1)C(C)C | 4.4 | -3.6 | -4.4 | -4.4 | 2.6 | -1.1 | -4.8 | 6.9 | -4.2 | 5.7
CCN(CC)C(=O)COc1ccc2c(-c3ccccc3)cc(=O)oc2c1 | -21.2 | 4.7 | -5.3 | 21.2 | 1.9 | -1.0 | 7.2 | -0.9 | 8.0 | 6.7
COC(=O)c1ccc(COc2ccc(C#N)cc2)o1 | 5.5 | 8.9 | -4.6 | -5.5 | -1.6 | 1.9 | -10.0 | -0.9 | -19.1 | 3.1
O=C(CSc1nnc(-c2ccncc2)n1Cc1ccccc1)Nc1nccs1 | 37.7 | 4.8 | -3.6 | -37.7 | 0.9 | 4.4 | 1.3 | -4.5 | -3.1 | 11.7
COC(=O)Nc1ccc(S(=O)(=O)Nc2ccc(O)cc2)cc1 | 12.2 | 1.1 | 9.6 | -12.2 | 3.6 | 4.3 | -5.2 | x | -10.3 | -12.7
Cc1oc2c(C)c(O)ccc2c(=O)c1-c1ccc2ccccc2n1 | 16.3 | -4.1 | 15.3 | -16.3 | 0.7 | 6.7 | -1.3 | x | -16.4 | 12.4
N=C1c2ccccc2CN1NC(=O)CC12CC3CC(CC(C3)C1)C2 | 14.1 | 8.8 | -7.9 | -14.1 | 0.1 | -4.6 | 2.3 | -1.7 | 2.7 | 4.3

2 successive compounds out of the list so far, for reference:
SMILES | SR-BI uptake up | HTR5A ag ctr | dFosB act | SR-BI HDL uptake | CDK5 p35 inh | RTF Ca sens act | Rtt109 HAT inh | Wnt act | PvdQ inh | MITF act
COC(=O)c1ccc(COc2ccc(C#N)cc2)o1 | 5.5 | 8.9 | -4.6 | -5.5 | -1.6 | 1.9 | -10.0 | -0.9 | -19.1 | 3.1
O=C(CSc1nnc(-c2ccncc2)n1Cc1ccccc1)Nc1nccs1 | 37.7 | 4.8 | -3.6 | -37.7 | 0.9 | 4.4 | 1.3 | -4.5 | -3.1 | 11.7

Carrying on:
SMILES | SR-BI uptake up | HTR5A ag ctr | dFosB act | SR-BI HDL uptake | CDK5 p35 inh | RTF Ca sens act | Rtt109 HAT inh | Wnt act | PvdQ inh | MITF act
O=S(=O)(c1cccc(-c2nnc(-c3ccc(Br)cc3)o2)c1)N1CCCCCC1 | -28.2 | 8.5 | 1.8 | 28.2 | -1.2 | -0.2 | 2.9 | x | -13.4 | x
CCOc1cc(C(=O)NCc2ccccc2)ccc1OCC(=O)N1CCCCC1 | 4.6 | -0.7 | -4.9 | -4.6 | -0.4 | -0.2 | -2.5 | 0.0 | 2.8 | -9.0
CC(=O)Nc1sc2c(c1C#N)CCC2 | 23.8 | -0.5 | 0.8 | -23.8 | 0.2 | -0.7 | -4.8 | 0.4 | 4.7 | 1.6
O=C(N/C(=C\c1ccc([N+](=O)[O-])cc1)C(=O)N1CCCCC1)c1ccc(Br)o1 | 4.3 | -5.1 | -7.7 | -4.3 | -0.2 | -2.8 | -7.9 | 1.4 | 2.3 | -2.8
CCOC(=O)/C=C1\CC(C(=O)OCC)Oc2c(OC)cccc21 (stereo not given) | -14.1 | 1.9 | -3.4 | 14.1 | -0.8 | -3.2 | 4.3 | -1.0 | -3.9 | -1.5
CN(C)S(=O)(=O)Nc1ccccn1 | x | -1.8 | -3.3 | x | 0.3 | 11.9 | -2.8 | -0.6 | -13.4 | 6.0
O=C(NCC(c1cccs1)N1CCOCC1)c1ccc(Cl)c(S(=O)(=O)N2CCOCC2)c1 (stereo not given) | x | 4.5 | -1.3 | x | 0.3 | -4.7 | 29.1 | 0.1 | 12.4 | -6.3
Clc1ccc(OCc2nnc3n2CCCCC3)c(Cl)c1 | -9.7 | 9.9 | -8.9 | 9.7 | -1.4 | 9.7 | 4.7 | 13.2 | -18.0 | 0.9
COCC(C)N=CC1=C(O)CC(C)(C)CC1=O (stereo not given) | 12.7 | 2.4 | -3.0 | -12.7 | 0.1 | 3.9 | 1.8 | -8.0 | -8.4 | -4.5
O=c1c(F)cn(C2CCCO2)c(=O)n1Cc1c(Cl)cccc1Cl (stereo not given) | 22.3 | 1.3 | 2.6 | -22.3 | -2.4 | -3.0 | -4.0 | x | -11.6 | -2.5
O=C(O)C1C2C=CC3(CN(c4cccc(C(F)(F)F)c4)C(=O)C13)O2 (stereo not given) | -6.0 | 4.8 | -3.6 | 6.0 | 0.8 | 2.0 | -17.5 | x | 2.3 | 4.8
Nc1nc(-c2cc3c(cc2Cl)OCCO3)cs1 | -7.3 | 1.2 | 5.5 | 7.3 | 0.7 | 6.9 | 8.6 | 2.8 | -10.9 | x
Cc1cc(=O)oc2cc(NC(=O)c3ccccc3C(=O)O)ccc12 | x | 0.0 | 2.3 | x | -1.2 | -3.5 | -6.3 | 0.3 | -6.8 | 2.3
O=C(O)CNC(=O)c1ccc(Sc2ccccc2)c([N+](=O)[O-])c1 | 16.1 | 2.0 | -1.1 | -16.1 | 0.1 | 3.7 | -16.9 | -1.6 | -2.6 | 6.5
Cc1[nH]nc2ncc(C(=O)c3cc(F)ccc3O)cc12 | -27.4 | -1.2 | -5.4 | 27.4 | 1.5 | -4.4 | -3.3 | -2.0 | -18.0 | -9.2
CN(CC(=O)Nc1ccc(Cl)c(C(F)(F)F)c1)C(=O)c1cccs1 | 7.1 | 0.8 | -1.9 | -7.1 | 0.7 | 2.8 | 10.1 | -4.1 | -10.2 | -0.3
CC(=O)CSc1nnc(-c2ccc3c(c2)OCO3)o1 | 3.2 | 0.5 | -4.4 | -3.2 | -1.2 | -0.7 | -4.0 | 18.5 | 4.7 | x
CCCC1(c2ccccc2)NC(=O)N(CC(=O)Nc2cc(OC)cc(OC)c2)C1=O (stereo not given) | 1.9 | -2.5 | -12.7 | -1.9 | 0.2 | -4.7 | 20.3 | 0.3 | 7.3 | 0.9
Cc1nn(CC(=O)NNC(=S)Nc2ccccc2)c(C)c1[N+](=O)[O-] | 37.4 | -2.9 | -4.0 | -37.4 | 0.8 | -1.9 | 10.6 | -3.5 | -8.6 | -5.2
CCOc1cccc(C(=O)N2CCCN(C)CC2)c1 | 36.8 | 2.6 | -3.1 | -36.8 | -0.9 | -2.9 | 7.9 | 0.3 | 3.0 | x
CC(NC(=O)C1CCN(c2nnc(-n3cccc3)s2)CC1)C12CC3CC(CC(C3)C1)C2 (stereo not given) | x | 0.1 | 1.5 | x | 1.5 | 0.1 | 7.9 | x | -11.2 | 13.1
